# Pemphigus Ab inh – inhibitors of pemphigus antibody binding to human desmoglein-3; binding (percent of control), % at 10 µM; P32926; actives 0.48% (n = 310,000); DSG3-coupled beads, scFv-anti-DSG3-GFP binding, flow cytometry; active compounds read low;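 active means binding more than 3 SD below its plate's average and above zero; inconclusive means below that plate limit but binding exactly zero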;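 further: hits lower antibody fragment binding to DSG3; some compounds called inactive have numbers as strong as hits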
# Target sequence (P32926 whole entry, looked up, the tested form may be a part): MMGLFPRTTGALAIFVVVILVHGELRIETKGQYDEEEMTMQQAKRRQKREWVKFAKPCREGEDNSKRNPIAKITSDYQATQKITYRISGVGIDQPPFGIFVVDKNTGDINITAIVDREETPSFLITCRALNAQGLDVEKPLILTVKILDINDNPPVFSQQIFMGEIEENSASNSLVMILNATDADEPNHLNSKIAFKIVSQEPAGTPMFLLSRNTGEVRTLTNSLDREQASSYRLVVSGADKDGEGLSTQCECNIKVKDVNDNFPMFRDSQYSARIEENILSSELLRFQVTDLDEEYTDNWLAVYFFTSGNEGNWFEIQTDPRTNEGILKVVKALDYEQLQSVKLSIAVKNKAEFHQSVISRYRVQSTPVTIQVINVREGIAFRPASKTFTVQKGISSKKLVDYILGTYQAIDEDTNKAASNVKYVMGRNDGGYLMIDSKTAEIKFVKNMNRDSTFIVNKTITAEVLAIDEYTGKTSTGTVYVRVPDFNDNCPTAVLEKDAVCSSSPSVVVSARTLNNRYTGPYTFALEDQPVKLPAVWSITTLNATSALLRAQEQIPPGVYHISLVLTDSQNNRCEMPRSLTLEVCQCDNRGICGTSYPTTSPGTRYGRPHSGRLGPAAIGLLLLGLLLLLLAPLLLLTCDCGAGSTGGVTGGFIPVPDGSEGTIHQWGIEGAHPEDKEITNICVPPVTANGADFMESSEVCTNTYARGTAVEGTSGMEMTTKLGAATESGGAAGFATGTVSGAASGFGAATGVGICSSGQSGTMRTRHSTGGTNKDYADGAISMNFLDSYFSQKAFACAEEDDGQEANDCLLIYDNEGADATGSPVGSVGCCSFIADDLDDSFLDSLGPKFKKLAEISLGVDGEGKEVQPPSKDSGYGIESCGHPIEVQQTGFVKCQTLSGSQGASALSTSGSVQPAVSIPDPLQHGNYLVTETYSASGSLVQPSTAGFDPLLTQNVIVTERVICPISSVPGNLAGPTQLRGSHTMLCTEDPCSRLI
# OPRM1-OPRD1 inv – mu-delta opioid heterodimer inverse agonism; P35372+P41143; cell-based MOR-DOR heterodimer luminescence; inhibition, % at 9.3 µM; actives 0.21% (n = 340,000); AID 504357; in the data active means inhibition above about 22%, passing the limit was not always enough;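 further: 0% = cells with DMSO and 100% = wells without cells with DMSO; values of inactives mirror those of a sister screen read the other way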
# Wnt act – activators of Wnt/beta-catenin signaling; Wnt/beta-catenin reporter cell assay, activator, plate reader; activation, % at 9.35 µM; actives 1.2% (n = 300,000); AID 743398; in the data active means activation above about 30%, passing the limit was not always enough; inconclusive means no clear call, values can overlap the other calls;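 further: 0% = neutral control wells and 100% = positive control wells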
# Arrestin-AP2 inh – human beta-arrestin and AP2 interaction inhibition; inhibition, % at 10 µM; actives 0.31% (n = 340,000); AID 504490; FITC-arrestin peptide / GST-AP2 beads, flow cytometry; AP2 beta2 appendage carries R879A mutation;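 active means inhibition above a set limit, near 3 SD of compounds lacking own fluorescence, cut at about 54% in these data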;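 further: plate controls were DMSO wells for no effect and 5 µM unlabelled arrestin peptide for full effect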
#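 system = GST-tagged AP2 beta2-adaptin appendage (R879A) on 4 µm glutathione beads | reagent = FITC-labelled arrestin peptide probe, 50 nM final | schedule = compound with beads 12 min RT, then probe 1 h RT | signal = HyperCyt-sampled flow cytometry, FL1 channel, ex 488/em 535 nm | read-out = percent response from loss of bead-bound FITC fluorescence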
# cardiac RTF act – increases calcium sensitivity of human cardiac regulated thin filaments | IANBD-labeled TnC RTF fluorescence at EC20 calcium; 0% EC20 calcium, 100% full calcium | activation, % at 7.2 µM | actives 0.24% (n = 340,000);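 active means activation above the mean over all tested compounds plus 3 SD, cut at about 30% in these data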;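 further: rise in fluorescence read as greater calcium sensitivity of cardiac thin filaments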
# LANA DNA inh – KSHV C-LANA DNA binding inhibition; inhibition, % at 9 µM; actives 0.078% (n = 340,000); AID 504423; MBP-C-LANA/FAM-LBS DNA binding, fluorescence polarization;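 active means highest replicate inhibition at or above 60% at 9 µM, even if other replicates fall short; inactive means all replicates below 60% inhibition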;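 further: 0% = neutral control wells and 100% = 4 µM acridine orange control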
# OPRM1-OPRD1 ag – agonists of human mu-delta opioid receptor heterodimerization; actives 0.3% (n = 340,000); activation, % at 9.3 µM; cells, OPRM1-OPRD1 heterodimerization, luminescence; P35372+P41143; in the data active means activation above about 18%;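 further: 0% = vehicle-treated cells and 100% = reference agonist; values of inactives mirror those of a sister screen read the other way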
# RTF Ca sens inh – cardiac RTF calcium desensitization. P19429+P45379. IANBD-labeled cardiac RTF, Ca2+ fluorescence. actives 0.12% (n = 340,000). AID 493244. inhibition, % at 7.15 µM;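 active means inhibition above the mean inhibition of all tested compounds plus 3 SD, cut at about 17% in these data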;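 further: assay run at fixed EC70 calcium of 1.6 mM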
# V-ATPase pHluor – alters yeast V-ATPase proton transport | S. cerevisiae, pHLuorin cytosolic pH fluorescence | actives 0.37% (n = 350,000) | response, % at 10 µM; in the data active means response mostly above about 7.3%, no sharp cut-off; inactive means mostly below about 5.4%; further: actives read high; inactives centre near 0; some compounds called inactive have numbers as strong as hits; reference of the scale not given here
# Keap1 Nrf2 FP – Keap1-Nrf2 (human) interaction inhibition | Q14145 | Keap1 Kelch-Nrf2 peptide fluorescence polarization, 1536-well | inhibition, % at 9.4 µM | actives 0.15% (n = 340,000) | AID 504523; in the data active means inhibition above about 12%; inconclusive means no clear call, values can overlap the other calls; inactive means below about 7.3%;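 further: human Keap1 Kelch domain with fluorescein labeled Nrf2 9mer peptide probe; 0% = neutral control wells and 100% = peptide positive control; higher means more block of Keap1 binding to Nrf2 peptide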
# Numbers without * were called inactive; ? = inconclusive; nt = no result given.
SMILES,Pemphigus Ab inh,OPRM1-OPRD1 inv,Wnt act,Arrestin-AP2 inh,cardiac RTF act,LANA DNA inh,OPRM1-OPRD1 ag,RTF Ca sens inh,V-ATPase pHluor,Keap1 Nrf2 FP
O=C(OCc1cccc(Cl)c1)c1cc([N+](=O)[O-])ccc1N1CCOCC1,101,-4,-7,-3,-9,0.6,0.7,0,-1,-3
Cc1ccc(-c2csc(NS(=O)(=O)c3cccc(F)c3)n2)o1,93,12,-2,37,0,10.0,-2.3,9,-5,3
O=S(=O)(Nc1ccc(F)cc1Cl)c1ccc(-c2cnc(C3CC3)o2)cc1,nt,-3,-5,-6,3,0.4,0.5,1,-1,-1
CC1CCCC(C)N1CC(C)(C)NS(=O)(=O)c1ccc(Cl)cc1 (centres undefined),100,4,-2,-7,2,-0.4,-0.9,-3,6,-2
Cc1ccccc1OCc1n[nH]c(=S)n1-c1cccc(Cl)c1,118,9,-1,-12,6,0.4,-1.6,-7,-1,-4
CCC(C)NC(=O)CNC(=S)N(Cc1ccc(F)cc1)C1CCCCC1 (centres undefined),93,-2,2,24,1,0.4,0.5,-17,-1,-1
O=C(O)c1ccc(OCC(F)(F)F)nc1,110,-9,0,24,11,-0.2,1.8,-5,0,-8
Cc1noc(NS(=O)(=O)c2ccc(NC(=O)Cc3ccc([N+](=O)[O-])cc3)cc2)c1C,92,-5,-3,1,0,-2.1,1.1,-1,4,-5
Nc1ccc(-n2nc3ccccc3n2)cc1,113,4,-1,4,3,nt,-0.9,-2,2,-3
CCOC(=O)C1(C)NC(c2ccccc2F)C2C(=O)N(CC)C(=O)C21 (centres undefined),97,4,-2,11,3,5.7,-0.9,-2,1,?
O=C1CN(C(=O)COC(=O)COc2ccc3c(c2)CCC3)c2ccccc2N1,100,-2,nt,-6,-5,0.1,0.4,0,5,-4
C[C@@H]1CN([C@@H](C)CO)C(=O)Cc2cc(NC(=O)C3CCCCC3)ccc2O[C@H]1CN(C)S(=O)(=O)c1ccccc1,98,1,-2,0,-5,-2.3,-0.2,-2,0,-2
C/C(=N/NC(=O)CNC(=O)C(c1ccccc1)c1ccccc1)c1ccco1,nt,20,0,-6,1,-1.4,-4.0,2,-4,-1
O=[N+]([O-])c1cccc(Cl)c1CSc1ccccn1,103,-59,-3,-7,-6,0.0,8.1,3,-1,6
O=C(O)C1CCN(Cc2cnn(-c3ccccc3)c2-n2cccc2)CC1,105,6,nt,4,0,-0.1,-1.1,-2,-1,1
CC(C)c1ccc(OCc2ccc(C(=O)N3CCN(c4ccccn4)CC3)cc2)cc1,108,-37,nt,56*,-6,-0.2,6.4,-6,-1,-3
CC(C)CC(NS(=O)(=O)c1cccc(C(=O)O)c1)C(=O)O (centres undefined),98,-5,-2,-5,7,-3.4,1.1,-5,3,1
Nc1nc(CSc2nc3ccccc3s2)nc(N2CCCCC2)n1,101,-32,nt,1,-3,1.1,5.5,6,nt,-2
CCCOc1ccc(Cc2c(COCC)[nH]c(=S)[nH]c2=O)cc1,101,nt,-1,-5,nt,-0.7,nt,nt,0,1
O=C(NC1CCCc2ccccc21)c1cccnc1 (centres undefined),99,8,nt,-2,-1,-0.3,-1.3,-1,7,-4
C#CCOCCOCCOCCNc1nc(N2CCN(C(=O)Cn3cc(CC(C)O)nn3)CC2)nc(N2CCN(C(=O)[C@H]([C@@H](C)CC)n3cc(CCCN=C(N)N)nn3)CC2)n1 (some centres undefined),104,-4,-4,7,8,-0.3,0.8,-12,-2,-4
CCn1c(CSCc2ccc(C)cc2)nnc1SCC(=O)NCc1ccccc1,111,-6,nt,35,-5,0.0,1.0,-5,-2,-3
C=CCn1c(SCC(=O)NC(C)(C)C)nnc1-c1ccccc1O,97,6,nt,-2,3,0.5,-1.0,0,-4,3
CCN(CC)c1ncnc2sc3c(c12)CCC3,102,11,nt,19,-2,-2.6,-2.3,3,1,2
O=C(Cn1c(=O)sc2ccccc21)Nc1nc2c(s1)CCCC2,127,-9,1,9,11,-1.7,1.7,-20,0,-3
# More structures:
SMILES,Pemphigus Ab inh,OPRM1-OPRD1 inv,Wnt act,Arrestin-AP2 inh,cardiac RTF act,LANA DNA inh,OPRM1-OPRD1 ag,RTF Ca sens inh,V-ATPase pHluor,Keap1 Nrf2 FP
O=C(OCc1c(F)cccc1Cl)c1cccc(S(=O)(=O)N2CCOCC2)c1,nt,11,-2,-12,2,0.9,-3.0,2,-1,-5
CCOC(=O)C1=C(c2ccccc2)Nc2ncnn2C1c1ccc(C(=O)O)cc1 (centres undefined),88,8,2,2,-4,-0.4,-1.6,-4,0,-3
C(=C\c1ccco1)/C=N/n1cnnc1,99,-16,-3,11,5,5.2,2.8,-3,7,7
COC(=O)c1c(C)nn(-c2ccccc2)c1-n1cccc1,81,11,nt,1,4,-1.3,-2.1,-7,-1,1
OC1NC(=S)N(c2ccccc2)C1O (centres undefined),102,0,-3,-8,5,-1.6,-0.1,-7,0,-3
Cc1cc(O)c(-c2cc(O)c(C)cc2O)cc1O,121,0,-3,12,-2,-1.6,0.0,7,1,0
Cc1cc(=O)[nH]c2ccc(S(=O)(=O)N3CCOCC3)cc12,105,3,-3,46,1,0.3,-0.6,0,-4,-3
Brc1ccc(C2=CC(c3ccco3)n3ncnc3N2)cc1 (centres undefined),88,5,nt,-7,245*,51,-0.9,-358,1,36*
COc1cc(Cc2nc3ccc(S(=O)(=O)N4CCOCC4)cc3[nH]2)cc(OC)c1OC,108,-3,-2,-7,-3,2.1,0.6,-6,-3,2
Cn1cccc1Cc1nnc(SCC(=O)N2CCc3ccccc32)n1CCc1ccccc1,110,-6,-2,5,-1,-1.2,1.3,0,-3,-6
CC(C)c1nnc(NC(=O)CCC(=O)Nc2ccccc2)s1,nt,14,0,4,-2,0.9,-2.8,-7,-2,2
COc1ccc(OC)c(Nc2nc(=O)c3cccnc3s2)c1,97,0,nt,10,0,-0.6,0.0,4,1,1
O=C(O)c1nccnc1C(=O)Nc1ccc(Oc2c(Cl)cccc2Cl)nc1,95,nt,0,13,nt,0.3,nt,nt,3,-4
CCOC(=O)c1[nH]c2ccc(OCC)cc2c1CCCN1C(=O)c2ccccc2C1=O,nt,-21,-4,21,16,0.0,4.2,-7,6,-5
CCn1ncc(C2=NOC(C(=O)Nc3ccccc3C(=O)OC)C2)c1C (centres undefined),98,-4,0,-3,0,0.7,0.8,-11,-3,4
C=CCN(CC=C)CCCOc1ccc(Br)cc1Cl,109,12,2,6,-3,4.8,-2.5,8,-3,-5
COc1ccc(-c2csc3ncn(-c4ccc(C)cc4)c(=O)c23)cc1OC,97,4,-1,-14,3,-7.6,-0.8,3,6,7
NC(=O)c1ccc2nc(NC(=O)c3ccc(N)cc3)sc2c1,nt,nt,7,6,nt,1.4,nt,nt,-2,-2
CCOc1cc(CNCCO)cc(Br)c1OCc1ccc(Cl)cc1Cl,104,8,nt,-15,5,0.8,-1.4,-18,1,-2
O=C1CC(C(=O)Nc2ccccc2)N=C(N2CCOCC2)N1 (centres undefined),108,13,nt,12,9,-0.9,-2.3,8,0,-2
Cc1cc(C)n2nc(C(=O)OCC(=O)Nc3ccc(F)cc3F)nc2n1,112,10,0,-19,-5,-0.5,-1.8,1,-4,-2
O=c1cc(CN2CC(O)Cc3ccc4ccccc4c32)nc2sccn12 (centres undefined),109,8,0,-7,5,-0.9,-1.5,7,2,-5
COC(=O)C1CC(O)CN1S(=O)(=O)c1cccs1 (centres undefined),88,-3,0,2,1,0.3,0.4,-9,4,-4
Cc1ccccc1C1=C/C(=C(\SS/C(C(=O)c2ccc(OCC(=O)O)c(Cl)c2Cl)=C2\C=C(c3ccccc3C)SS2)C(=O)c2ccc(OCC(=O)O)c(Cl)c2Cl)SS1,nt,10,-4,1,-44,100*,-2.0,-14,6,5
Cc1cc(C)nc(SCc2ccc3nonc3c2)n1,88,13,nt,-4,8,-0.6,-2.4,-3,3,-4
# Continued.
SMILES,Pemphigus Ab inh,OPRM1-OPRD1 inv,Wnt act,Arrestin-AP2 inh,cardiac RTF act,LANA DNA inh,OPRM1-OPRD1 ag,RTF Ca sens inh,V-ATPase pHluor,Keap1 Nrf2 FP
Cc1csc(=Nc2cccnc2)n1CC1CCCCC1,101,10,-1,70*,-6,0.5,-1.7,-11,6,1
COc1ccc(-c2c3c(=O)n(C)c(=O)n(C)c3cn2N2CCOCC2)cc1,nt,-2,nt,0,1,-0.9,0.4,2,3,0
O=C(NNC(=S)NC(=O)c1ccc(F)cc1)c1ccncc1,98,24,-3,0,-4,nt,-5.4,-5,0,nt
CCOC(=O)N1CCN(C(=O)CCNS(=O)(=O)c2ccc(C)c(C)c2)CC1,129,-3,-2,-19,14,1.3,0.5,-23,-5,-8
COc1ccc(C2C(C(=O)c3ccco3)=C(O)C(=O)N2CCCn2ccnc2)c(OC)c1 (centres undefined),95,-6,0,14,-4,2.2,0.7,-12,1,1
COc1ccc(-n2c(SCCC#N)nnc2-c2cc(Cl)ccc2OC)cc1Cl,94,6,nt,12,-5,0.6,-0.9,-9,-1,-1
S=C(Nc1ccc(Br)cc1Cl)N1CCN(c2ccccn2)CC1,nt,7,-1,-8,-2,0.9,-2.2,-1,-3,2
O=C1NC(=O)/C(=C\c2ccc(OCc3cccc(C(=O)O)c3)c(Cl)c2)N1,101,-2,0,-8,-5,0.2,0.5,-10,0,-1
Cn1nnc2c(N3CCCCC3)nccc21,96,3,-2,0,-1,1.3,-0.7,-2,0,1
CC1(c2nnc(-c3ccc(Cl)cc3)o2)CC(c2c(Cl)cccc2Cl)=NO1 (centres undefined),106,11,-3,2,-1,3.1,-1.9,-1,1,0
CCCn1cc(S(=O)(=O)c2ccc(C)cc2)c(=O)c2cc(OCC)ccc21,106,27,0,22,-6,-0.6,-5.2,0,1,-2
CC1=C(C(=O)OCC(C)C)C(c2ccsc2)NC(=O)N1 (centres undefined),98,3,-7,25,-2,1.4,-0.6,-2,-1,0
CC1=NN(c2cc(Cl)c(S(=O)(=O)O)cc2Cl)C(=O)C1,95,10,-5,-6,2,4.2,-2.2,-12,5,3
COc1ccccc1N1CCN(C(c2ccccc2)c2nnnn2CCc2ccccc2)CC1 (centres undefined),93,9,nt,25,-6,0.5,-1.6,-6,-1,-3
O=C(Nc1ccc(Br)cc1)c1ccc2ncsc2c1,nt,-12,18,4,0,0.1,1.9,-12,-2,-2
CCN(CC)CCCn1c2c(c(SCC(=O)N3CCc4ccccc43)nc1=O)CCC2,98,9,-6,-2,5,-0.8,-1.7,-2,0,-3
C=CCOc1ccc(CNc2ccc3[nH]c(=O)[nH]c3c2)cc1OC,nt,-17,-1,28,13,-0.7,3.6,-10,-2,-7
O=C(CCN1C(=O)/C(=C/c2ccc(F)cc2)SC1=S)Nc1cc([N+](=O)[O-])ccc1O,nt,16,-1,-14,-4,-1.0,-3.5,-4,-1,0
Cc1c(C(=O)N(C)C(C)c2ccccn2)oc2c(F)cccc12 (centres undefined),nt,-1,7,-10,0,-0.7,0.2,-3,-3,-4
O=C(O)c1cccnc1SC1CC(=O)N(Cc2ccccc2)C1=O (centres undefined),105,5,-7,-2,0,2.3,-0.9,-7,-6,1

# Bioassay records from PubChem.
